uPA surface inh – blocks generation of uPA at the cell surface | cell surface uPA generation assay, qHTS | Potency, µM (highest dose often 38.3 µM), without a hit: at the highest dose activity change, negative = inhibition, actives largely listed as inhibitors | 330,000 compounds, 0.31% hits | AID 540303; active = well fitted inhibition curve with a large enough effect; inconclusive = small, poorly fitted or top-dose-only effect; inactive = no such curve, though single readings can be large or run the other way; tested in mouse RAW 264.7 cells; note: potency is the fitted concentration of half-maximal effect; % is set by controls: 0 for no effect and ±100 for the full control effect; nearly all actives have a fitted effect of over 55% in size
ELG1 genotox – inducers of genotoxicity in HEK293T ELG1-luciferase cells | HEK293T ELG1-luciferase reporter, luminescence, 16 h | Potency, µM (doses to about 46 µM), for inactives: top-dose activity change, positive = activation, most hits filed as activators | 330,000 compounds, 1.3% hits | AID 504466; note: potency is the fitted concentration of half-maximal effect; % of control where 0% means no effect; nearly all actives have a fitted effect of over 60% in size
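After overnight (16 hr) compound treatment at 37 °C, ELG1-luciferase HEK293T cells were lysed with ONE-Glo; luminescence quantified 30 min later at room temperature.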
USP2a inh – inhibitors of human ubiquitin-specific protease USP2a | O75604 | USP2 core, Ub-CHOP2 coupled fluorogenic reporter, 485/531 | Potency, µM (top dose mostly 38.3 µM), without a hit: at the highest dose activity change, negative = inhibition, hits mostly inhibitors | 330,000 compounds, 0.01% hits | AID 463254;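 note: potency is the fitted concentration of half-maximal effect; plate controls were DMSO wells for no effect and full inhibition by NEM control for full effect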
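USP2 core (10nM final) preincubated 30min RT with compound in 20mM Tris-HCl pH 8.0, 2mM CaCl2, 2mM beta-mercaptoethanol, 0.05% CHAPS; 25nM Ub-CHOP2 plus 25nM reporter substrate added, fluorescence (Ex485/Em531) read after 60min.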
p53 reactivation – restores transcriptional activity of mutant p53. H1299 p53-A138V BP100-luciferase reporter, luminescence, 24 h. Potency, µM (doses to about 92.2 µM), for the others: top-dose activity change, positive = activation, usual class: activators. 320,000 compounds, 0.063% hits; note: potency is the fitted concentration of half-maximal effect; % of control where 0% means no effect; nearly all actives have a fitted effect of over 45% in size
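p53-null H1299 cells stably carrying temperature-sensitive p53-A138V and a BP100-luciferase reporter were pinned with compounds (4-point, 1:5 series) and held 24 hrs at 37 deg C. Luminescence was read 10 min after detection reagent.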
TRPV1 ag – agonists of human vanilloid receptor 1 (TRPV1); TRPV1-expressing cells, Fluo-8 calcium influx, agonist mode; activation, % at 8.33 µM; 320,000 compounds, 0.19% hits; AID 540275; in the data active = activation above about 80%; inconclusive = between about 30% and that limit; note: 0% is about no effect
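TRPV1-expressing cells were cultured overnight at 35.5C and loaded with Fluo-8 calcium dye for 40 to 90 min at room temperature. After a 10 s baseline, compound was added and calcium influx was read kinetically for 3 min (ex 480/em 520 nm).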
BRCA1 expr act – activators of BRCA1 expression; MCF7-BRCA1-FFLuc reporter, luminescence, 48 h; response scale: scaled: vehicle 0%, 10 µM genistein 100%; Potency, µM (doses to about 46.1 µM), without a hit: top-dose activation, actives largely listed as activators; 380,000 compounds, 1.1% hits; note: potency is the fitted concentration of half-maximal effect; nearly all actives have a fitted effect of over 80% in size; some results filed as inactive show a strong effect at the top dose
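48 h compound treatment of MCF7-BRCA1-FFLuc cells (phenol-red free MEM, 37 °C), then 15 min with luciferase substrate and luminescence imaging.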
PTAP TSG101 blk – blocks PTAP/TSG101 interaction to inhibit HIV-1 budding; Q99816; Fluorescence polarization, FITC-PTAP peptide / Tsg101 binding; Potency, µM (doses to about 115 µM), without a hit: top-dose activity change, negative = inhibition, actives largely listed as inhibitors; 340,000 tested, under 10 active; AID 493005; active = well fitted inhibition curve with a large enough effect in the main read-out, with a control signal flat, not every such curve was filed as active; inconclusive = small, poorly fitted or top-dose-only effect, or effect the other way, or a change in a side signal; inactive = no such curve, though single readings can be large or run the other way; note: potency is the fitted concentration of half-maximal effect; % of control where 0% means no effect
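Steps: Tsg101 binding domain dispensed (10 uM final), compounds pinned in DMSO, FITC-labeled PTAP-motif peptide added (50 nM final); after 20 min binding at room temperature, polarization measured.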
B2AR arrestin – recruits beta-arrestin to the human beta2-adrenergic receptor; beta-arrestin recruitment to beta2AR, cell-based reporter; P07550; 330,000 compounds, 0.02% hits; Potency, µM (series often up to 46.1 µM), inactives show at the top dose activation, actives largely listed as activators; AID 492947;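 note: potency is the fitted concentration of half-maximal effect; 0% = DMSO controls and full agonism = EC100 isoproterenol or metaproterenol; nearly all actives have a fitted effect of over 65% in size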
Target sequence (P07550 whole entry, looked up): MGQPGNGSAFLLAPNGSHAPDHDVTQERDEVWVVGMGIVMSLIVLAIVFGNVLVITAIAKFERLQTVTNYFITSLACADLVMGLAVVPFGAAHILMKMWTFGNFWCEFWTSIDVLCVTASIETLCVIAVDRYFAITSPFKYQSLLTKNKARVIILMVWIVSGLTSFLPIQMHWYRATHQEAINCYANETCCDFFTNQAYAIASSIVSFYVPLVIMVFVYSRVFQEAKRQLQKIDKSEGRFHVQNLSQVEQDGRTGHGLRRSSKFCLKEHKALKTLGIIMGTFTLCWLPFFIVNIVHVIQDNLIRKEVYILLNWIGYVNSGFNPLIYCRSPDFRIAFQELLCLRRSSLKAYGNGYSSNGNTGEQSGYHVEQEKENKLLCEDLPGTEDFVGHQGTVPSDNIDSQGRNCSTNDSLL
a7 integrin act – activates integrin-mediated alleviation for muscular dystrophy. alpha7betagal myoblasts, beta-gal FDG fluorescence, 48 h. Potency, µM (doses to about 38.3 µM), inactives show at the highest dose activation, usual class: activators. 350,000 compounds, 0.064% hits. AID 624291;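 note: potency is the fitted concentration of half-maximal effect; 100% = response of the positive control SU9516; nearly all actives have a fitted effect of over 60% in size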
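Alpha7betagal+/- myoblasts (passage 13) were plated 16-24 hr, then exposed to compounds (1:260 dilution of DMSO stock) for 48 hours at 37C. After MPER lysis, β-galactosidase reporter activity was read as FDG fluorescence (ex 480/em 540) after 30 minutes.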
Eya2 inh – inhibitors of human Eya2 phosphatase activity; Potency, µM (doses to about 76.9 µM), for inactives: top-dose activity, negative = inhibition, actives largely listed as inhibitors; recombinant Eya2, OMFP fluorescence dephosphorylation (OMFP is methylfluorescein phosphate); 330,000 compounds, 0.006% hits; O00167; note: potency is the fitted concentration of half-maximal effect; % is set by controls: 0 for no effect and ±100 for the full control effect
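Eya2 protein (added as 0.2 uM solution) was preincubated with compound for 10 min at ambient temperature in 50 mM HEPES pH 7.5, 50 mM NaCl, 5 uM MgCl2, 0.05% BSA, 1 mM DTT. OMFP (added at 50 uM) then reacted 10 min; fluorescence read at 485/525 nm.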
S-ASM inh – blocks human secretory acid sphingomyelinase | placental ASM, HMU-PC fluorogenic substrate, 60 min | Potency, µM (highest dose often 57.5 µM), for the others: top-dose activity change, negative = inhibition, most hits filed as inhibitors | 340,000 compounds, 0.006% hits | P17405; note: potency is the fitted concentration of half-maximal effect
Target sequence (P17405 47-631 limits assumed): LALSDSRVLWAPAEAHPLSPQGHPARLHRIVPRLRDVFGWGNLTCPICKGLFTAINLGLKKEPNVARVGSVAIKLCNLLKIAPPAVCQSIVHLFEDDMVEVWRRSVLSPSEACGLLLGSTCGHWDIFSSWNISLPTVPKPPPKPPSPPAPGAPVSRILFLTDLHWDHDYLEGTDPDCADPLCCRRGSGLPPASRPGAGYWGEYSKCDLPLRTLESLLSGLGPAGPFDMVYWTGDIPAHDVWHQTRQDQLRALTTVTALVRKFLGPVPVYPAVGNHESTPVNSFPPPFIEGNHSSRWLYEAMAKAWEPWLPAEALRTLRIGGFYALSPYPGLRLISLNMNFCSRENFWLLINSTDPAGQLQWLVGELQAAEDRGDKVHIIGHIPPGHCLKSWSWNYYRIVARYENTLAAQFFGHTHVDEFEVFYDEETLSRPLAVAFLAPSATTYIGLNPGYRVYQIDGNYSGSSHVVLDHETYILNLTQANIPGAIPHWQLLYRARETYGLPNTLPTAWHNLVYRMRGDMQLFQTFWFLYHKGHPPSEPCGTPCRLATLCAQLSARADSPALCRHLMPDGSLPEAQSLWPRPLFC
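Human placenta-derived ASM enzyme was preincubated with compound for 10 minutes at room temperature, then given fluorogenic substrate HMU-PC0 (9 uM final) for 60 minutes at 37 °C; a pH 10 stop preceded fluorescence reading at Ex 386/Em 447 nm.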
Active calls of the source: *; i = inactive; ? = inconclusive; / = not tested or not shown; [ ] = dose if it differs, or a comment. Unless noted, calls come from the whole dose curve; as a rule, active = well fitted curve in the direction sought with a large enough effect; inconclusive = small, poorly fitted or top-dose-only effect, or another doubt; inactive = no such curve, though single readings can be large; an effect the other way counts as inactive or inconclusive.

SMILES	uPA surface inh	ELG1 genotox	USP2a inh	p53 reactivation	TRPV1 ag	BRCA1 expr act	PTAP TSG101 blk	B2AR arrestin	a7 integrin act	Eya2 inh	S-ASM inh
COC(=O)C(C(=O)Nc1cc(C)on1)C1CCCCCC1 (stereo unspecified)	-9%	-4%	1%	-4%	2	-25%	-8%	0.2%	5%	-3%	4%
COc1cccc(-c2nnc(SCC(=O)Nc3ccc(OC)c(OC)c3)n2N)c1	0%	-3%	0%	-1%	?	-7%	0%	0.4%	-14%	0%	0%
CC(C)CCNC(=O)[C@@H](NC(=O)c1c(F)cccc1F)C(C)C	1%	-3%	1%	1%	3	12%	2%	0.3%	6%	8%	4%
Cn1ccnc1SCC(=O)Nc1ccc(Br)cc1C(F)(F)F	3%	?	-2%	15%	4	85%	-2%	0.0%	13%	9%	-2%
O=C(Cc1c(Cl)cccc1Cl)Nc1cccnc1	0%	-1%	3%	-6%	-5	27%	-2%	-0.4%	1%	7%	0%
Cn1c(NC(=O)c2ccco2)c(-c2ccccc2Cl)c(=O)c2ccccc21	-11%	0%	10%	1%	2	-13%	-8%	0.2%	-26%	4%	3%
CN(CCOC(=O)CN1C(=O)c2ccccc2C1=O)C1=NS(=O)(=O)c2ccccc21	/	0%	9%	0%	2	/	/	0.3%	/	10%	/
Cc1ccc(NC(=O)CSc2nc3ccccc3c(=O)n2CCCN2CCCCC2)cc1Cl	1%	1%	14%	9%	0	-32%	-2%	-0.1%	-73%[inhibitor]	-13%	-9%
Cc1ccc(NCc2ccccc2O)cc1C	4%	?	0%	24%	1	?	1%	0.2%	-19%	20%	-2%
CCc1c(C(=O)N/N=C/c2sccc2C)nnn1-c1nonc1N	5%	4%	3%	2%	10	24%	1%	-0.3%	-22%	2%	1%
COc1cccc(C2C(C(C)=O)=C(O)C(=O)N2CCc2c[nH]c3ccccc23)c1 (stereo unspecified)	-3%	0%	1%	?	-9	13%	-3%	-1.2%	12%	-16%	2%
Nn1cnnc1N/N=C\c1ccc(-c2ccccc2[N+](=O)[O-])o1	-6%	1%	-6%	?	21	-80%	-2%	-0.4%	10%	0%	2%
Cc1ccc(/C=N/NC(=O)c2cc(-c3ccccc3)nc3ccccc23)o1	-15%	1%	-1%	-1%	0	0%	-8%	-1.1%	-20%	2%	-4%
CCOC(=O)c1[nH]c2cc3c(cc2c1NC(=O)CN1CCCCC1C)OCO3 (stereo unspecified)	/	-2%	-5%	2%	1	/	/	-0.5%	/	-16%	/
CC(C)CC(NC(=O)CCl)c1ccccc1 (stereo unspecified)	-3%	-5%	4%	12%	-1	-2%	-1%	0.0%	-39%[inhibitor]	-3%	5%
O=C(c1ccccc1)c1cccc[n+]1[O-]	1%	0%	-1%	11%	-4	-2%	-2%	0.4%	3%	-19%	-4%
Cn1cc(S(=O)(=O)N2CCCC2)cc1C(=O)N1CCN(c2cccc(Cl)c2)CC1	?	-12%	2%	/	2	7%	-3%	-0.3%	-26%	7%	5%
COc1ccc(S(=O)(=O)N2CCc3ccccc3C2)cc1	-1%	-3%	4%	-6%	9	9%	1%	-0.3%	12%	1%	-2%
Cc1[nH]n(-c2ccc(Cl)cc2)c(=O)c1C=Nc1ccc(S(=O)(=O)N2CCOCC2)cc1	-15%	3%	4%	?	-3	2%	-2%	-0.2%	17%	6%	?
CN(C)C(=O)c1ccc(-c2n[nH]c(=O)c3ccccc23)cc1	26%	-7%	2%	-4%	0	-4%	-2%	-1.3%	16%	-7%	3%

Part of the list above, showing only ELG1 genotox and TRPV1 ag.
| canonical_smiles | ELG1 genotox | TRPV1 ag |
| --- | --- | --- |
| CN(CCOC(=O)CN1C(=O)c2ccccc2C1=O)C1=NS(=O)(=O)c2ccccc21 | 0% | 2 |
| Cc1ccc(NC(=O)CSc2nc3ccccc3c(=O)n2CCCN2CCCCC2)cc1Cl | 1% | 0 |

(further entries)
SMILES	uPA surface inh	ELG1 genotox	USP2a inh	p53 reactivation	TRPV1 ag	BRCA1 expr act	PTAP TSG101 blk	B2AR arrestin	a7 integrin act	Eya2 inh	S-ASM inh
CC(C)(C)c1nc(SCC(=O)N2CC(=O)Nc3ccccc32)c2ccccc2n1	5%	10%	-1%	1%	4	-1%	-2%	-0.1%	7%	-4%	-9%
CCOC(=O)C1(CCc2ccccc2)CCN(Cc2ccccn2)CC1	1%	-4%	1%	-2%	15	-7%	-1%	-0.5%	-8%	3%	4%
CCCCn1c(N)c(N(CCC(C)C)C(=O)c2cc(S(=O)(=O)N3CCOCC3)ccc2F)c(=O)[nH]c1=O	-15%	-4%	1%	-5%	6	-12%	-2%	-0.2%	7%	5%	26%
CCc1ccc(N/C(N)=N/c2nc(CSc3ccccn3)cc(=O)[nH]2)cc1	-14%	-5%	1%	1%	7	-40%	0%	0.0%	-39%	-3%	-1%
CCN(CC)S(=O)(=O)c1ccc(N2CCN(S(=O)(=O)c3ccccc3C#N)CC2)nc1	-13%	-18%	1%	2%	3	-22%	-4%	0.0%	36%	-10%	2%
Clc1ccc(CNc2ccc(CNc3ncn[nH]3)cc2)c(Cl)c1	3%	0%	-5%	-2%	-6	-24%	-4%	-0.1%	8%	15%	-1%
CCOC(=O)c1oc2cc(OCC(=O)OC)ccc2c(=O)c1-c1ccc(OC)c(OC)c1	-3%	1%	0%	-5%	1	-1%	-1%	-0.3%	?	1%	1%
COc1ccc(NC(=O)COC(=O)CCc2nc3ccccc3c(=O)[nH]2)cc1Cl	1%	1%	1%	0%	/	-15%	-6%	-0.3%	-13%	6%	-3%
CCCC12CN3CCN(CC(C3)/C1=N\NC(=O)Nc1ccccc1)C2	0%	1%	3%	-3%	2	2%	0%	-0.5%	1%	1%	4%
O=C(Nc1nnc(Cc2ccccc2)s1)c1cnccn1	-7%	17%	-2%	2%	7	40%	2%	-0.4%	4%	3%	4%
COc1ccc(/C=N/n2c(C)nc3c([nH]c4ccccc43)c2=O)cc1CN1CCCC(C)(C)C1	7%	15%	1%	-3%	6	-1%	-2%	0.0%	1%	-25%	-3%
OCCNC(=S)Nc1cc(Cl)cc(Cl)c1	-1%	-4%	1%	-3%	13	-11%	-4%	0.1%	-61%[inhibitor]	-18%	1%
c1ccc(-c2nnc(SCc3nnc(-c4cccs4)o3)o2)cc1	-1%	6%	1%	4%	0	-5%	-2%	0.4%	5%	9%	4%
CCSc1nnc(CNC(=O)c2ccccc2F)n1-c1ccccc1OC	14%	7%	3%	-3%	1	-10%	-3%	0.0%	-13%	-3%	-1%
CCOC(=O)c1[nH]c(C)c(C(=O)Nc2ccc(C)c(F)c2)c1C	/	5%	2%	-10%	?	-61%	-4%	0.3%	1%	-5%	1%
Cc1ccc(S(=O)(=O)N2CCCCC2)cc1NC(=O)C1CC1	2%	1%	-1%	-6%	/	-11%	-2%	-0.4%	-6%	3%	4%
Cc1csc(NC(=O)C2=NN(c3ccccc3)C(=O)CC2)n1	-1%	0%	1%	-2%	-3	-21%	-1%	0.5%	-12%	10%	-1%
Cc1cc(C)c2c(N)c(C(=O)N3CCCCCC3)sc2n1	-1%	-2%	3%	7%	-1	-7%	-7%	-0.1%	-21%	-2%	236%[activator]
CC12CCC(=O)N1C(C(=O)Nc1cc(C(F)(F)F)ccc1N1CCOCC1)CS2 (stereo unspecified)	-5%	-1%	-1%	-3%	23	-15%	-12%	-0.1%	15%	15%	-5%
O=S(=O)(NC1CCCC1)c1ccccc1Br	3%	-2%	-1%	0%	-3	-6%	3%	-0.4%	3%	-3%	7%
CN(CC(=O)NC1CCN(Cc2ccccc2)CC1)S(=O)(=O)c1ccc(Br)s1	14%	-16%	-4%	0%	-4	-41%	0%	-0.5%	-16%	6%	0%
C/C(=N\NS(=O)(=O)c1ccc(C)c([N+](=O)[O-])c1)c1cc2ccccc2o1	5%	-2%	3%	-2%	-3	14%[1.84 µM]	-5%	0.2%	18%	18%	-21%
CC(C)OC(=O)c1c(NC(=O)CCC(=O)O)sc2c1CCCCC2	10%	-1%	6%	-4%	2	-24%	-1%	-0.3%	8%	11%	11%
c1ccc(Oc2nc(NCc3ccco3)nc(NCc3ccco3)n2)cc1	-1%	-4%	0%	5%	1	-34%	-1%	0.3%	-17%	-5%	3%
Cc1csc(NC(=O)Nc2ccccc2[N+](=O)[O-])n1	-8%	?	2%	7%	0	33%	1%	0.4%	22%	-5%	-6%
Cc1ccc(-c2nnc(N3CCCCCC3)c3ccccc23)cc1	/	1%	-1%	?	29	4%	-5%	0.3%	?	8%	-1%
CCOC(=O)CCc1c(C)c2ccc(O)cc2oc1=O	4%	0%	2%	8%	2	9%	0%	0.1%	-7%	-23%	i
CC(C)CC(=O)Nc1nnc(SCC(=O)NCC2CCCO2)s1 (stereo unspecified)	2%	0%	1%	14%	7	-2%	-1%	0.9%	?	13%	3%
